TDP1 cell noCPT – qHTS for Inhibitors of human tyrosyl-DNA phosphodiesterase 1 (TDP1): qHTS in cells in absence of CPT; DT40 Tdp1-/- hTDP1 cells, no CPT, ATP luminescence, 48 h; Potency, µM (top dose mostly 46.2 µM), without a hit: at the highest dose activity change, negative = growth inhibition, most hits filed as inhibitors; 15% of 420,000 active; further: nearly all actives have a fitted effect of over 55% in size
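Luminescent ATP content (CellTiter-Glo) served as the growth readout. Knockout chicken DT40 cells expressing human TDP1 were exposed to compounds without camptothecin for a minimum 48 hr at 37 °C.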
TDP1 block – TDP1 (human) enzyme inhibition; recombinant TDP1, AlphaScreen DNA substrate cleavage; Potency, µM (doses to about 130 µM), for the others: at the highest dose activity change, negative = inhibition, usual class: inhibitors; 0.28% of 350,000 active; further: nearly all actives have a fitted effect of over 40% in size
Target sequence (Q9NUW8 whole entry, looked up): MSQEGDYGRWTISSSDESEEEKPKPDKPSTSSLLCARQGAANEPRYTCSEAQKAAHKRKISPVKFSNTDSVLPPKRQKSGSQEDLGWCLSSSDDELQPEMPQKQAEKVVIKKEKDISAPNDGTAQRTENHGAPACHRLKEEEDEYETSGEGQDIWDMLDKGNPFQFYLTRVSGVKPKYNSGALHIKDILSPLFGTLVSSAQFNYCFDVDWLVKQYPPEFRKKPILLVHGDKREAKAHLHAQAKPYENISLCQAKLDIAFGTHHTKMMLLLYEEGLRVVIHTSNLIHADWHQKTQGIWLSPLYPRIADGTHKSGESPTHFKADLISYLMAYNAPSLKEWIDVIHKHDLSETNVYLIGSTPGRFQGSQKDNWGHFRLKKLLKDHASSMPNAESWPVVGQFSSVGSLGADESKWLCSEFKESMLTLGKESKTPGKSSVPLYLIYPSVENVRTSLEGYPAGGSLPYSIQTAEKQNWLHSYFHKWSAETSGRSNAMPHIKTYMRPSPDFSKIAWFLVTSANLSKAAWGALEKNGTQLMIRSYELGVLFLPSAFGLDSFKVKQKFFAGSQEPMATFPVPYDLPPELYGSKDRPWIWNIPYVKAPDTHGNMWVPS
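Steps: enzyme plus compound, 15 min RT; add biotin/phosphotyrosine-FITC oligonucleotide (15 nM final), react 5 min; add donor/acceptor beads (10 ug/ml final), 10 min; read AlphaScreen. Tdp1 at 1 nM final.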
KAT2A inh – inhibitors of human GCN5L2 histone acetyltransferase; 0.21% of 390,000 active; GCN5L2 HAT assay, ThioGlo1 CoA-SH fluorescence; AID 504327; Potency, µM (highest dose often 58.9 µM), without a hit: at the highest dose activity change, negative = inhibition, actives largely listed as inhibitors
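Free CoA generated was detected with ThioGlo1 (50uM) fluorescence at Ex340nm/Em540nm, read immediately and after 20 min at room temperature. Enzyme, 20 nM in HEPES pH 7.5 buffer, saw compounds 15 min before adding 75uM H3(1-25) peptide and 70uM acetyl-CoA.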
Active calls of the source: *; u = inconclusive; x = no result given; [ ] = another dose, or the depositor's remark. The call rests on the fitted dose curve; in most records, active means well fitted curve in the direction sought with a large enough effect; inconclusive means small, poorly fitted or top-dose-only effect, or another doubt; inactive means no such curve, though single readings can be large; an effect the other way counts as inactive or inconclusive. On the % scale 0 is the no-effect control and ±100 the full control effect; potency means the concentration at half of the fitted maximal effect. The list is partial. The share of hits here may be higher or lower than overall.

Second line of a record – TDP1 cell noCPT, TDP1 block, KAT2A inh
Cc1cccc(-c2nnc(SCCC(=O)N3CCOCC3)o2)c1
→ 5%, 2%, 0%
O=C(c1cccc(S(=O)(=O)N2CCN(c3ccccc3)CC2)c1)N1CCCC(C(F)(F)F)C1 (centres undefined)
→ 5.2µM*, -2%, -6%
Cc1nc2ccccc2c2c1C(=O)N(C1CCCCCCC1)C2=O
→ -21%, 5%, -5%
C=CCc1cc(Cl)ccc1OCCN(C)C
→ -2%, -2%, 2%
CCCN1C2CCCC1CC(NC(=S)Nc1ccc(OC)cc1)C2 (centres undefined)
→ 29µM*, 2%, -9%
CN1CC=C2C(C#N)=C(N)C(C#N)(C#N)[C@H](c3ccoc3)[C@H]2C1
→ 21µM*, x, u
CCOC(=O)c1c(NC(=O)CC2SC(N)=NC2=O)sc2c1CCC(C)C2 (centres undefined)
→ -20%, 3%, -5%
Nc1cccc2c1C(=O)N(C(=O)c1cccc(S(=O)(=O)N3CCCCCC3)c1)C2=O
→ -14%, -2%, -4%
Cc1ccc(CSc2nc(N)cc(N)n2)cc1
→ -17%, x, 0%
Cc1noc(C)c1NC(=O)N(C)C[C@@H]1Oc2ccc(NC(=O)C3CCCCC3)cc2C(=O)N([C@@H](C)CO)C[C@H]1C
→ 1%, -6%, -1%
Cc1cc(C)cc(NS(=O)(=O)c2cccs2)c1
→ -23%, 14%, -7%
CCCC(c1nnnn1CCOC)N(Cc1cc2cc(C)c(C)cc2[nH]c1=O)CC1CCCO1 (centres undefined)
→ u, 3%, u
O=C(NCc1cccnc1)C1CC2c3ccccc3C1c1ccccc12 (centres undefined)
→ 3%, 0%, -11%
Cc1csc(NC(=O)CS(=O)(=O)c2ccccc2)n1
→ 0%, -3%, -8%
Cc1ccccc1-c1nc(CS(=O)(=O)CC(=O)NCc2ccco2)c(C)o1
→ 17%, 9%, -3%
COc1ccccc1NS(=O)(=O)c1cc(NC(=O)c2cc3ccccc3oc2=O)ccc1C
→ u, 3%, 17%
COc1ccc(C(=O)COC(=O)CNC(=O)c2cccc(OC(F)F)c2)cc1
→ 6%, 8%, -10%
O=C(O)c1ccc(/C=C/c2nc3ccccc3c(=O)[nH]2)cc1
→ -1%, x, 28%
CC1CCN(c2nncc3ccccc23)CC1
→ u, 6%, -1%
O=C(O/N=C1/CCSc2ccccc21)c1ccc(F)cc1
→ -7%, 0%, 13%
O=S(=O)(c1ccc(Br)cc1)n1ccc2ccccc21
→ 18µM*, -10%, u
COc1ccccc1-c1ccc(=O)n(CC(=O)NCC2CCCO2)n1 (centres undefined)
→ 16%, -2%, 0%
CCc1c(C2(O)CCCCC2)[nH]c2cc(C(F)(F)F)ccc12
→ 13µM*, x, -12%
CCN(CC(=O)NCc1ccco1)S(=O)(=O)c1ccc(OC)cc1
→ 0%, x, -4%
COc1cc(CC(=O)OCC(=O)Nc2ccc3c(c2)OCO3)cc(OC)c1OC
→ 3%, 7%, 0%
Cc1ccc2c(c1)nnn2C1CCN(CC(=O)NCCc2ccccc2)CC1
→ u, 4%, -9%
CCOC(=O)c1cnc2c(C)cc(C)cc2c1Nc1cccc(C(=O)O)c1
→ 15µM*, -6%[12.3 µM], -6%
Cc1ccc(C)c(S(=O)(=O)c2nnn3c2nc(Nc2ccc(C)c(C)c2)c2sccc23)c1
→ -13%, 3%, -10%
O=C(CSc1nnc(-c2ccncc2)o1)Nc1cc(F)ccc1F
→ -1%, 1%, 0%
CC(C)c1ccc(/C=N/n2nnnc2Nc2ccccc2)cc1
→ u, 2%, 1%
O=C(c1cc2ccccc2s1)N1CCN(c2ccccn2)CC1
→ -2%, 4%, 0%
O=C(Nc1ccccc1F)Nc1cccc2ccc(O)cc12
→ 16µM*, x, -16%
CCOc1ccc(N=c2scc(-c3ccccc3)n2CCO)cc1
→ 23µM*, 12%, -5%
COc1cccc(OC)c1NC(=O)Cn1nc(-c2ccc3c(c2)OCCO3)ccc1=O
→ -25%, 2%, -5%
CCCCNC(=O)Cn1cnc2sc(C(=O)OCC)c(C)c2c1=O
→ -9%, -1%, -5%
CN(C)c1ccc(CNC(=O)CCCN2C(=O)CCn3nc(-c4cccn4C)cc32)cc1
→ 0%, 9%, -8%
COC(=O)c1ccc(OCC(=O)NCCC2=CCCCC2)c(OC)c1
→ 23µM*, 0%, -4%
CC1CC1C(=O)OCC(=O)Nc1ccc(N=Nc2ccccc2)cc1 (centres undefined)
→ 2%, -1%, -10%
O=C(O)c1cc(S(=O)(=O)N2CCCCCC2)ccc1Cl
→ -18%, -1%, -2%
O=C(CSc1nc(-c2cccs2)cc(C(F)(F)F)n1)Nc1ccccc1Cl
→ 18µM*, 5%, -7%
O=C(Nc1ccc([N+](=O)[O-])cc1)c1ccc(S(=O)(=O)N2CCCC2)cc1
→ u, x, -5%
CN(C)C(=O)c1ccc(Nc2nnc(-c3ccc(O)cc3)c3ccccc23)cc1
→ u, x, 0%
C[C@H](NC(=O)c1ccccc1)C(=O)OCC(=O)c1c[nH]c2ccccc12
→ 9%, 1%, -8%
O=C(NNC(=S)Nc1cccc(Cl)c1)c1ccccc1
→ u, 4%, -1%
Cc1ccc(C(=O)CSc2nc3ccccc3c(=O)n2N)o1
→ -40%, 2%, -2%
CCOc1ccc(OCC(=O)OCC(=O)NNC(=O)c2ccc([N+](=O)[O-])cc2)cc1
→ -6%, 0%[0.505 µM], -4%
O=C(COC(=O)C1=Cc2ccccc2OC1)NC1CCCC1
→ -1%, 3%, -1%
COc1ccc(S(=O)(=O)NCCc2ccccc2)c2cccnc12
→ -23%, x, -13%
CCOC(=O)Cc1csc(NC(=O)CN2C(=O)c3ccccc3C2=O)n1
→ 3%, 4%, -1%
CC1CCN(c2ccc(NC(=O)Cn3c(=O)oc4ccccc43)cc2)CC1
→ 0%, 3%, -2%
COc1ccc(NS(=O)(=O)c2cccc(C(=O)N(C)Cc3cccs3)c2)cc1
→ u, -6%, 0%
Cc1ccc(S(=O)(=O)N2[C@@H](c3ccc(Cl)cc3)C(C(=O)O)=CC[C@H]2c2ccc(Cl)cc2)cc1
→ u, 2%, -29%
CCCC(=O)N1CCCC(c2nc(-c3cccs3)no2)C1 (centres undefined)
→ 26µM*, 9%, -3%
CN(Cc1ccc(C(F)(F)F)cc1)C(=O)C1CCC(=O)N(C2CC2)C1 (centres undefined)
→ -12%, 0%, -2%
CN(C)S(=O)(=O)Nc1cccc(NC(=O)CC23CC4CC(CC(C4)C2)C3)c1
→ -24%, x, -29%
CCSc1ncnc2c1sc1nc3c(cc12)COC(C)(C)C3
→ u, -4%, 0%
C=CCC1(CC=C)CCCN1C(=O)c1cc(COc2cccc(C(F)(F)F)c2)on1
→ 15µM*, -1%, -12%
COc1cccc(OC)c1C(=O)NN1CCCCC1
→ -41%, 3%, -2%
CC(C)C(NC(=O)C1CCCCC1)C(=O)NCCc1ccccc1 (centres undefined)
→ -11%, 4%, -6%
COc1ccc(-c2noc(-c3ccc(N4CCOCC4)c([N+](=O)[O-])c3)n2)cc1OC
→ -2%, 9%, -3%

(listing goes on)
Second line of a record – TDP1 cell noCPT, TDP1 block, KAT2A inh
Cn1/c(=N/NC(=O)c2cccc(OC(F)F)c2)sc2ccccc21
→ -11%, 4%, -2%
CCn1cc(C(=O)NCCc2ccc(OC)cc2)c(=O)c2ccc(C)nc21
→ 23µM*, 0%, -4%
Cc1ccc(NC(=O)COc2ccc(Br)cc2CO)cc1S(=O)(=O)N1CCOCC1
→ 18µM*, 2%, -3%
CCCNc1c(NS(=O)(=O)c2cccs2)c(=O)oc2ccccc12
→ 9%, 1%, -1%
Cc1cccn2c(=O)c(/C=C(\C#N)C(N)=O)c(N3CCN(c4cccc(Cl)c4)CC3)nc12
→ u, x, -22%
CCOC(=O)C1=C(CC)Nc2ccccc2N=C1NC(=O)CCN1C(=O)C2CCCCC2C1=O (centres undefined)
→ u, 5%, -15%
Cc1ccc(SCc2noc(-c3c(C)noc3C)n2)cc1
→ -20%, x, -3%
C(=N\N1CCN(c2ccccn2)CC1)/c1cccc2ccccc12
→ u, 10%, 4%
Cc1noc(C)c1NC(=O)N(C)C[C@H]1Oc2c(NS(=O)(=O)c3cn(C)cn3)cccc2C(=O)N([C@H](C)CO)C[C@@H]1C
→ 6%, 1%, -6%
Cc1ccc(S(=O)(=O)Nc2ccc3ccccc3n2)cc1
→ u, -4%, 0%
O=S(=O)(c1cc(Br)ccc1Br)N1CCCCCC1
→ -23%, x, -11%
Cc1c(CCC(=O)N[C@@H](CC(C)C)C(=O)O)c(=O)oc2cc3oc4c(c3cc12)CCCC4
→ -19%, x, -9%
Cc1cc(OCC(=O)N(C)Cc2ccccc2)cc(C)c1Cl
→ u, -9%, -3%
CSCCC(NS(=O)(=O)c1ccc2c(c1)oc(=O)n2C)C(=O)Nc1ccc(Cl)cc1 (centres undefined)
→ u, 1%, 2%
CN1C(=O)NC(c2ccccc2)C2=C1CN(c1cccc(C(F)(F)F)c1)C2=O (centres undefined)
→ u, 3%, -6%
COc1c(C)cc(C(=O)C2CCCN(C(=O)CCc3scnc3C)C2)cc1C (centres undefined)
→ -19%, 4%, -25%
CC1CN(C(=O)/C(C#N)=C2\N=C(NC(=O)c3ccc(F)cc3)c3ccccc32)CC(C)O1 (centres undefined)
→ -18%, -1%, -3%
COCc1[nH]nc2c1C(c1ccc(OC)c(OC)c1)C(C#N)=C(N)O2 (centres undefined)
→ -15%, 5%, -3%
CCC1CCCCN1Cc1nc2c(c(=O)n(C)c(=O)n2C)n1Cc1c(F)cccc1Cl (centres undefined)
→ u, 2%, x
O=C(COC(=O)C1CC2C=CC1C2)Nc1cccc(S(=O)(=O)N2CCCCCC2)c1 (centres undefined)
→ u, 8%, -9%
CCC(=O)c1cn([C@H](CCC(OC)OC)CC(=O)OC(C)(C)C)cc1CC
→ u, 4%, -9%
NC(=O)C1CCN(C2CC(=O)N(c3ccc(F)c(Cl)c3)C2=O)CC1 (centres undefined)
→ u, 3%, -5%
O=C(Nc1cccnc1Cl)c1ccc(S(=O)(=O)N2CCCCCC2)cc1
→ -15%, -4%, -7%
O=C(Nc1ccc2nc(N3CCOCC3)sc2c1)c1ccc(F)cc1
→ -11%, 2%, -4%
CC1CCCCC12NC(=O)N(CC(=O)NCC(=O)Nc1ccc(F)c(F)c1F)C2=O (centres undefined)
→ -9%, 2%, -4%
Cc1nonc1NC(=O)CSc1nc2ccccc2o1
→ 0%, 3%[0.0935 µM], 2%
O=C(COC(=O)CCSc1ccc(F)cc1)NCc1ccc(F)cc1
→ -1%, -5%, -3%
CC(=O)c1sc2nsc(SCCN3CCCC3)c2c1N
→ u, -2%, -12%
S=C(NCc1ccncc1)Nc1ccc(Br)cc1Cl
→ u, 2%, -27%
CC1CCn2c(nc3cc(C(=O)NCc4ccc(F)cc4)ccc32)C1 (centres undefined)
→ u, 5%, -6%
CCOC(=O)Cn1c(=O)oc2cc(S(=O)(=O)NC(C)(C)CC)ccc21
→ 11%, -1%, -2%
CCC(C)c1ccc(OCC(=O)Nc2ccc(-c3nc4ncccc4o3)cc2)cc1 (centres undefined)
→ u, 2%, -4%
Cc1c(C)c2ccc(OCC(=O)N(C)C)c(C)c2oc1=O
→ -3%, 2%, -26%
Cc1ncsc1CCOC(=O)c1ccc(Cl)cc1
→ -27%, -3%, -6%
CCOC(=O)c1ccc(NC(=S)N2CCN(CCN=CC3=C(O)CC(c4ccccc4)CC3=O)CC2)cc1 (centres undefined)
→ u, 3%, 2%
Cc1c(C(=O)N(Cc2ccc(N(C)C)cc2)CC2CCCO2)oc2ccc(Br)cc12 (centres undefined)
→ u, 12%, -9%
CC(=O)c1cccc(NS(=O)(=O)N2CCOCC2)c1
→ 7%, 2%, 2%
COc1cc(C(Nc2ccccn2)c2ccc3ccc(C)nc3c2O)cc(OC)c1O (centres undefined)
→ 3.3µM*, 11%, -4%
CN(c1ccc(OC(=O)c2ccc(-n3cncn3)c([N+](=O)[O-])c2)cc1)S(=O)(=O)c1ccccc1
→ -20%, 1%, -19%

Part of the list above, reformatted:
COc1cc(C(Nc2ccccn2)c2ccc3ccc(C)nc3c2O)cc(OC)c1O (centres undefined)
  TDP1 cell noCPT = 3.3µM*; TDP1 block = 11%; KAT2A inh = -4%
Cc1c(C)c2ccc(OCC(=O)N(C)C)c(C)c2oc1=O
  TDP1 cell noCPT = -3%; TDP1 block = 2%; KAT2A inh = -26%
Cc1nonc1NC(=O)CSc1nc2ccccc2o1
  TDP1 cell noCPT = 0%; TDP1 block = 3%[0.0935 µM]; KAT2A inh = 2%
CC1CCCCC12NC(=O)N(CC(=O)NCC(=O)Nc1ccc(F)c(F)c1F)C2=O (centres undefined)
  TDP1 cell noCPT = -9%; TDP1 block = 2%; KAT2A inh = -4%
